Assay outcomes from PubChem.
ALOX12 inhib: inhibitors of human 12-lipoxygenase (ALOX12); purified 12-hLO, xylenol orange hydroperoxide absorbance; AID 1452; P18054; Potency, µM (titrated, usually from 57.1 µM), for inactives: top-dose activity change, negative = inhibition, most hits filed as inhibitors; 150,000 compounds, 0.12% hits; active means well fitted inhibition curve with a large enough effect; further: nearly all actives have a fitted effect of over 55% in size; many of its hits are not listed in these tables
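Purified human 12hLO (150 nM), preincubated 15 min with compound, then 40 uM arachidonic acid for 30 min, room temperature, Hepes pH 7.0 with 0.01% Triton X-100. Hydroperoxide detected by ferrous iron/xylenol orange; 573/405 nm absorbance ratio gives reaction progress.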
* = called active by the depositor; [ ] = another dose, or the depositor's remark. On the % scale 0 is the no-effect control and ±100 the full control effect; potency means the concentration at half of the fitted maximal effect.

Sample of the layout (two entries):
For CC/C=C\C/C=C\C/C=C\C/C=C\C/C=C\C/C=C\CCC(=O)O[C@H](COCCCCCCCCCCCCCCCC)COP(=O)([O-])OCC[N+](C)(C)C the results were ALOX12 inhib -4.0%.
For C=CCN1C=C2C(=O)C(C)(OC(=O)CCc3ccccc3)C(=O)C=C2C=C1c1ccc(C#N)cc1 (configuration not stated) the results were ALOX12 inhib -3.5%[11.4 µM].

All compounds of this part, previewed entries included:
For CC/C=C\C/C=C\C/C=C\C/C=C\C/C=C\C/C=C\CCC(=O)O[C@H](COCCCCCCCCCCCCCCCC)COP(=O)([O-])OCC[N+](C)(C)C the results were ALOX12 inhib -4.0%.
For C=CCN1C=C2C(=O)C(C)(OC(=O)CCc3ccccc3)C(=O)C=C2C=C1c1ccc(C#N)cc1 (configuration not stated) the results were ALOX12 inhib -3.5%[11.4 µM].
Screening COc1ccc(NC(=O)Nc2cccc(OC)c2)cc1 returned ALOX12 inhib 0.7%.
`COC(=O)C[C@H]1c2ccccc2[C@H]2C(=C[C@@H](C)[C@H]3C(=O)N(O)C(=O)[C@H]32)N1C(=O)OC` gave ALOX12 inhib 0.0%[11.4 µM].
CC(C)C[C@@H](CC(=O)N[C@H](CC(=O)N[C@@H]1CCCC[C@H]1C(=O)N[C@H](CC(=O)N[C@@H](CCC(=O)O)CC(=O)O)Cc1c[nH]c2ccccc12)C(C)C)NC(=O)[C@@H]1CCCC[C@H]1N was read as ALOX12 inhib -4.0%.
`CCCCS(=O)(=O)N1C2=NC(C(=O)OC)=C(C(=O)OC)[C@@H]3N(C)c4ccc(OC)cc4[C@]23C[C@H]1C(=O)OC` gave ALOX12 inhib -2.2%[11.4 µM].
For CCOC(=O)CN1C(=O)N[C@@H](CCc2ccccc2)[C@H](C(=O)OC)[C@H]1C the results were ALOX12 inhib 0.9%[11.4 µM].
CCCCCCCCCCCCCCCCOCC(CO)OC(C)=O (configuration not stated) was read as ALOX12 inhib -1.5%.
Screening CCCCCCCC/C=C\C/C=C\C/C=C\CCCC(=O)NCCO returned ALOX12 inhib 1.4%.
COC(=O)CCC(=O)OC1(C)C(=O)C2=COC(c3ccc(OC)cc3)=CC2=C(Br)C1=O (configuration not stated) was read as ALOX12 inhib -3.7%.
COC(=O)CCC(=O)OC1(C)C(=O)C=C2C=C(C3CC3)N(c3ccccc3)C=C2C1=O (configuration not stated) was read as ALOX12 inhib -5.3%[11.4 µM].
For COc1ccc(OC)c(C2=Nn3c(nnc3-c3ccncc3)SC2)c1 the results were ALOX12 inhib -4.5%.

Ordered by length of the SMILES (highest first): part of the list above
For CC/C=C\C/C=C\C/C=C\C/C=C\C/C=C\C/C=C\CCC(=O)O[C@H](COCCCCCCCCCCCCCCCC)COP(=O)([O-])OCC[N+](C)(C)C the results were ALOX12 inhib -4.0%.
`CCCCS(=O)(=O)N1C2=NC(C(=O)OC)=C(C(=O)OC)[C@@H]3N(C)c4ccc(OC)cc4[C@]23C[C@H]1C(=O)OC` gave ALOX12 inhib -2.2%[11.4 µM].
For C=CCN1C=C2C(=O)C(C)(OC(=O)CCc3ccccc3)C(=O)C=C2C=C1c1ccc(C#N)cc1 (configuration not stated) the results were ALOX12 inhib -3.5%[11.4 µM].
COC(=O)CCC(=O)OC1(C)C(=O)C2=COC(c3ccc(OC)cc3)=CC2=C(Br)C1=O (configuration not stated) was read as ALOX12 inhib -3.7%.
COC(=O)CCC(=O)OC1(C)C(=O)C=C2C=C(C3CC3)N(c3ccccc3)C=C2C1=O (configuration not stated) was read as ALOX12 inhib -5.3%[11.4 µM].
For CCOC(=O)CN1C(=O)N[C@@H](CCc2ccccc2)[C@H](C(=O)OC)[C@H]1C the results were ALOX12 inhib 0.9%[11.4 µM].
For COc1ccc(OC)c(C2=Nn3c(nnc3-c3ccncc3)SC2)c1 the results were ALOX12 inhib -4.5%.
Screening CCCCCCCC/C=C\C/C=C\C/C=C\CCCC(=O)NCCO returned ALOX12 inhib 1.4%.

Continued:
`CN1CCC(CNC(=O)c2ccc(-n3c(=O)c(=O)[nH]c4ccccc43)cc2)CC1` gave ALOX12 inhib -1.3%.
Screening COc1ccc(-c2nc3c(c4c2C[C@H](c2ccccc2)OC4)CN(S(=O)(=O)c2ccc(C#N)cc2)CC3)c(C)c1 returned ALOX12 inhib -1.7%[11.4 µM].
For CC1(OC(=O)c2ccc(Cl)nc2)C(=O)C=C2C=C(c3ccsc3)OC=C2C1=O (configuration not stated) the results were ALOX12 inhib -5.1%.
For NCCC[C@@H](CC(=O)N[C@@H]1CCNC[C@H]1C(=O)N[C@H](CC(=O)N[C@@H](CCC(=O)O)CC(=O)O)Cc1c[nH]c2ccccc12)NC(=O)C[C@H](CO)NC(=O)[C@@H]1CNCC[C@H]1N the results were ALOX12 inhib 2.2%.
CC/C=C\C/C=C\C/C=C\C/C=C\C/C=C\C/C=C\CCC(=O)NCCCC(=O)O was read as ALOX12 inhib -0.1%.
For CCCCCCCCCCCCCCCC(=O)N[C@H](CN1CCOCC1)[C@H](O)c1ccccc1 the results were ALOX12 inhib 3.4%.

A portion of the library; the hit share may differ from the screen's.
